# High-throughput results (PubChem)
# FXIIa inh: inhibitors of human coagulation factor XIIa | P00748 | purified FXIIa, Boc-QGR-AMC fluorogenic substrate, 2 h | inhibition, % at 5 µM | 220,000 compounds, 0.3% hits | AID 800; in the data active = inhibition above about 40%;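 also: 0% = enzyme with no compound and 100% = blank without enzyme; many of its hits are not listed in these tables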
# FXIa inh: inhibitors of human coagulation factor XIa. AID 798. inhibition, % at 5 µM. 220,000 compounds, 0.14% hits. purified FXIa, Boc-Glu-Ala-Arg-AMC fluorogenic substrate. P03951;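 active = inhibition of at least 40%; inactive = inhibition below 40%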;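 also: fluorescence of freed AMC excited at 355 nm; 0% = enzyme without compound and 100% = no enzyme blank; many of its hits are not listed in these tables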
# Target sequence (P03951 19-387 limits assumed): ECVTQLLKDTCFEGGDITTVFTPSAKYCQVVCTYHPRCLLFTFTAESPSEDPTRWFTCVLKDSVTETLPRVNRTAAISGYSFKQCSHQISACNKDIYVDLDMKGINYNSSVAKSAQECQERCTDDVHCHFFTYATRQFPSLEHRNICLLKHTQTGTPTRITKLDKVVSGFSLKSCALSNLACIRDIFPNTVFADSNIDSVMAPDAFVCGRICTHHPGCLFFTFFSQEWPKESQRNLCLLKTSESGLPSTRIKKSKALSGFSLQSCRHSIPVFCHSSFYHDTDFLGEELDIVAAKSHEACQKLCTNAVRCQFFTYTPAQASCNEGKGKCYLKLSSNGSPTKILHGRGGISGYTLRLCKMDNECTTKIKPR
# Target sequence (P03951 388-625 limits assumed): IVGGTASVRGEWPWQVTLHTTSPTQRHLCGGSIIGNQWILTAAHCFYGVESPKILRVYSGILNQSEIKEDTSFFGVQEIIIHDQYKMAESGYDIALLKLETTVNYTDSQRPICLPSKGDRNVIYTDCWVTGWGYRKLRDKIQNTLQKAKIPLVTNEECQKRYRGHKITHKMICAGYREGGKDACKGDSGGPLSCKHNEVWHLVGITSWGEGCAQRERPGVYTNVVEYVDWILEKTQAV
# Thrombin inh: blocks human thrombin protease activity. inhibition, % at 5 µM. AID 1046. 220,000 compounds, 0.26% hits. alpha-thrombin, Boc-VPR-AMC fluorogenic substrate cleavage. P00734;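 active = inhibition at or above 40%; inactive = inhibition below 40%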;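 also: 0% = enzyme with no compound and 100% = wells without enzyme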
#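 Material: Human alpha-thrombin protein | Buffer or medium: pH 7.5 Tris-saline with Tween 20 | Reagent: Boc-VPR-AMC substrate, 15 µM final | Schedule: Reaction at ambient temperature | Detection: AMC fluorescence at 355 nm excitation and 460 nm emission | Evaluation: Percent inhibition scaled between no-compound controls and no-enzyme blanks | Controls: no-compound enzyme wells and no-enzyme blanks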
# p97 ATPase inh: human p97 ATPase inhibition; P55072; recombinant p97 ATPase, Kinase-Glo ATP luminescence, 3 h; inhibition, % at 8 µM; 220,000 compounds, 0.42% hits; AID 1481; in the data active = inhibition above about 15%;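 also: 0% = DMSO vehicle and 100% = wells lacking enzyme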
# PERK inhibitor: human PERK inhibition, primary cell-based screen; CHO PERK-DD fusion, SEAP luminescence translation reporter; inhibition, % at 5.6 µM; 220,000 compounds, 0.17% hits; AID 1416;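 active = inhibition above the mean inhibition of all tested compounds plus 3 SD, set separately per screening campaign, cut at about 2.9% in these data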;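 also: PERK kinase domain activated by AP20187 dimerizer at 100 nM; 0% = DMSO with dimerizer and 100% = rapamycin at 8.4 µM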
# Cl transport mod: modulates chloride dependent transport by human KCC2; KCC2 cells, thallium flux FluoZin-2 fluorescence; 190,000 compounds, 2.2% hits; Q9H2X9; B-score of Tl+ flux slope (higher = more flux/activation; lower = inhibition) at 10 µM;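 active = thallium flux slope and its plate-corrected score both differing from the plate sample mean at a set confidence after two filtering rounds, in either direction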;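 also: slope of fluorescence scaled to starting intensity during 10 to 20 s after thallium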
# Furin inhibitor: blocks human furin protease activity. inhibition, % at 30 µM. 220,000 compounds, 0.061% hits. purified furin, fluorogenic substrate cleavage; in the data active = inhibition above about 25%; also: inactives centre near -15
# hK5 inh: inhibitors of human kallikrein 5. recombinant hK5, fluorogenic AMC substrate cleavage. inhibition, % at 5 µM. 210,000 compounds, 0.59% hits. AID 873;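 active = inhibition of 40% or more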;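 also: 0% = enzyme controls without compound and 100% = no-enzyme blanks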
# Target sequence (Q9Y337 67-293 limits assumed): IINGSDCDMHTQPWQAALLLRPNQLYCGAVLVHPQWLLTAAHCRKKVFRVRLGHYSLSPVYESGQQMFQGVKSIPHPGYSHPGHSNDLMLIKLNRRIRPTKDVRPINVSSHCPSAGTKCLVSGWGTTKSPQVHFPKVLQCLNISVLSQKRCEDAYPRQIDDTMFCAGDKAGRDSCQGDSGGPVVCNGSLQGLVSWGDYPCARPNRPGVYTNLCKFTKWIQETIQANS
# Wee1 degr inh: inhibitors of human Wee1 degradation; P30291; HeLa Luc-Wee1K328M stability, luciferase luminescence; 100% = proteasome inhibitor MG132 effect; reporter increase, % at 5 µM; 220,000 compounds, 1.2% hits;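 active = activation above the mean of all tested compounds plus 3 SD, set per screening run, cut at about 8.8% in these data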;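 also: cells exposed to compound for 20 h before luminescence read; 0% = DMSO alone and 100% = MG132 at 30 µM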
# * marks the source's active call; other numbers are inactive results; · = not tested or not shown; [ ] = dose if it differs, or a comment. Rows were taken by chance. Share with any hit: about 4.4%.
item	FXIIa inh	FXIa inh	Thrombin inh	p97 ATPase inh	PERK inhibitor	Cl transport mod	Furin inhibitor	hK5 inh	Wee1 degr inh	structure
1	6	-1	-4	2	-0.4	·	-10[20 µM]	-2	-4	CCCC(=O)Nc1ccc2c(c1)nc(CCNC(=O)c1ccccc1)n2C
2	7	-5	-6	4	0.5	-0.12	-15	-7	0	COCCn1c(SCC(=O)NCC2CCCO2)nc2c(c1=O)SC(C)C2 (stereo unspecified)
3	14	3	4	-1	0.6	-0.43	-10	-22	4	O=C(O)CCc1nc2ccccc2n(CCc2ccccc2)c1=O
4	13	1	0	2	-0.6	-0.57	-11	-4	-1	Cc1nn(Cc2ccc(Cl)cc2Cl)c(C)c1NC(=O)c1nc2n(n1)C(C(F)F)CC(C)N2 (stereo unspecified)
5	5	-6	4	3	-0.1	-2.6	-16	-16	0	COc1cc(/C=C(\C#N)C(=O)NC2CCCCC2)ccc1OCc1ccc(C(=O)O)cc1
6	5	7	-3	3	-0.4	-0.44	-28	-21	4	COc1ccc(-c2nnc(SCc3nnc(-c4cccs4)o3)n2CC2CCCO2)cc1 (stereo unspecified)
7	13	1	-3	5	0.6	0.63	-32	2	-4	CS(=O)(=O)N(C(=O)NC(=O)NC1CCS(=O)(=O)C1)C1CCCCC1 (stereo unspecified)
8	4	-3	-10	-6	0.1	-0.046	-17[20 µM]	-11	0	CC(=O)c1c(C)n(CC(=O)NCc2ccc3c(c2)OCO3)c2ccccc12
9	7	6	-4	8	0.9	-0.063	-12	-4	-1	OCCN(CC#CC(O)(c1ccccc1)c1cccc(F)c1)CCO (stereo unspecified)
10	17	9	-2	5	-0.2	-0.86	-5	3	3	CCN1C(=O)c2cccc3c(NC(=O)c4ccc(OC)c(OC)c4)ccc1c23
11	6	1	-2	-11	-0.5	-1.3	-12	4	1	Cc1ccc(NC(=O)CN2CCC(Cc3ccccc3)CC2)cc1S(=O)(=O)N(C)C
12	4	-1	-14	5	0.1	·	-19	-1	0	Clc1ccc(-c2cc3ccccc3nc2N2CCOCC2)cc1
13	1	-5	-6	-8	-1.6	-1.9	19	-4	-4	CCCNC(=O)CCn1nc(-c2ccc(Cl)cc2)c2ccccc2c1=O
14	7	3	3	6	0.4	·	-5	2	-2	CC(NO)C(C)(C)NO (stereo unspecified)
15	5	-2	-13	-3	0.0	-0.057	1	-23	0	O=C(Nc1ccccc1Oc1ccccc1)c1ccccc1F

# Additional entries follow.
item	FXIIa inh	FXIa inh	Thrombin inh	p97 ATPase inh	PERK inhibitor	Cl transport mod	Furin inhibitor	hK5 inh	Wee1 degr inh	structure
16	9	0	-2	3	1.7	-1.2	-30	·	-2	COc1ccc(N(C(C)C(=O)NN=C2CCCC2)S(C)(=O)=O)cc1 (stereo unspecified)
17	19	5	-4	6	-0.8	-0.026	-25	1	0	COc1ccccc1NC(=O)N1CCC(C(=O)c2ccc(F)cc2)CC1
18	6	1	-5	5	0.5	0.62	-9	0	-4	Cc1nn(C)cc1C(C(=O)NC1CCCCC1)N(CCc1ccccc1)C(=O)c1cnccn1 (stereo unspecified)
19	7	1	1	-6	-1.8	-0.039	7[20 µM]	4	-1	CN(CC(=O)NCC1CCCO1)S(=O)(=O)c1cc(Cl)ccc1Cl (stereo unspecified)
20	-1	10	-3	3	0.6	0.98	-17	-10	0	CCOc1ccc([N+](=O)[O-])c(N)c1
21	14	3	-2	-7	-0.1	·	-15	0	0	COc1ccc(NC(=O)CN2CCN(CC(=O)Nc3ccccc3F)CC2)cc1OC
22	8	-2	-5	-4	-1.0	0.5	-19	-2	0	COc1ccc(-c2nc(CN3CCN(c4ccccc4OC)CC3)c(C)o2)cc1
23	7	-6	-12	1	1.0	-0.97	-27	-5	1	O=C(O)c1cccc(S(=O)(=O)Nc2ccc(S(=O)(=O)N3CCOCC3)cc2)c1
24	6	-1	2	6	-0.7	0.11	-26[20 µM]	3	2	O=C(Cn1c(=O)n(Cc2ccco2)c(=O)c2cc(Cl)ccc21)NCC1CCCO1 (stereo unspecified)
25	-1	-2	-17	3	0.2	-0.038	-14	-22	0	Cc1cc(Br)ccc1NC(=O)C(C)c1ccc([N+](=O)[O-])cc1 (stereo unspecified)
26	14	1	-1	2	0.2	-0.053	-20	0	3	O=C(O)[C@@H]1[C@@H]2C[C@@H]2CN1c1ncccc1[N+](=O)[O-]
27	10	-2	-2	-1	-0.2	0.14	-26	0	0	CCOc1ccc(NC(=O)C(C)NS(=O)(=O)c2ccc(NC(C)=O)cc2)cc1 (stereo unspecified)
28	-1	-5	-7	-2	-0.6	-0.0077	-3	-7	-2	CC(=O)c1ccc(N(C(=O)c2ccco2)C(C(=O)NC2CCCC2)c2ccc(N3CCOCC3)cc2)cc1 (stereo unspecified)
29	0	-4	-8	·	·	0.27	-23	-5	·	C=C(C)C(=O)Nc1cccc(C2=NOC3(C2)C[C@H](C(N)=O)N(C(=O)C(c2ccccc2)c2ccccc2)C3)c1 (stereo partly specified)
30	·	·	·	1	-0.3	-2.5	-3[20 µM]	·	-1	Brc1ccc(OCCOCCOc2cccc3cccnc23)cc1

# Results in FXIa inh, PERK inhibitor and Cl transport mod (four entries from above):
No. | mol | FXIa inh | PERK inhibitor | Cl transport mod
23 | O=C(O)c1cccc(S(=O)(=O)Nc2ccc(S(=O)(=O)N3CCOCC3)cc2)c1 | -6 | 1.0 | -0.97
24 | O=C(Cn1c(=O)n(Cc2ccco2)c(=O)c2cc(Cl)ccc21)NCC1CCCO1 (stereo unspecified) | -1 | -0.7 | 0.11
25 | Cc1cc(Br)ccc1NC(=O)C(C)c1ccc([N+](=O)[O-])cc1 (stereo unspecified) | -2 | 0.2 | -0.038
26 | O=C(O)[C@@H]1[C@@H]2C[C@@H]2CN1c1ncccc1[N+](=O)[O-] | 1 | 0.2 | -0.053

# Gathered by group: those above with an aryl thioether with sulfur outside any ring
item	FXIIa inh	FXIa inh	Thrombin inh	p97 ATPase inh	PERK inhibitor	Cl transport mod	Furin inhibitor	hK5 inh	Wee1 degr inh	structure
2	7	-5	-6	4	0.5	-0.12	-15	-7	0	COCCn1c(SCC(=O)NCC2CCCO2)nc2c(c1=O)SC(C)C2 (stereo unspecified)
6	5	7	-3	3	-0.4	-0.44	-28	-21	4	COc1ccc(-c2nnc(SCc3nnc(-c4cccs4)o3)n2CC2CCCO2)cc1 (stereo unspecified)

# Following part.
item	FXIIa inh	FXIa inh	Thrombin inh	p97 ATPase inh	PERK inhibitor	Cl transport mod	Furin inhibitor	hK5 inh	Wee1 degr inh	structure
31	14	4	3	2	0.7	-0.25	-16	-1	1	CCOC(=O)c1c(C)[nH]c(C(=O)COC(=O)CNC(=O)c2ccc(Cl)cc2Cl)c1C
32	1	-12	-8	-1	-0.1	·	-19[20 µM]	-4	2	Brc1ccc(-c2csc(-c3c[nH]c4ccccc34)n2)cc1
33	3	4	-6	7	1.3	1.3	-24	-8	1	O=C(/C=C/c1cccs1)NCc1cccnc1
34	16	6	0	·	·	4.5*	-33	2	·	COc1ccc(-c2nnc(NC(=O)c3ccccc3C)o2)cc1
35	13	2	2	0	1.8	0.36	-15[20 µM]	2	0	NS(=O)(=O)c1ccc(CNC(=O)CC23CC4CC(CC(C4)C2)C3)cc1
36	13	-2	1	6	0.0	-1.5	-6[20 µM]	8	1	COc1ccc(/C=N/NC(N)=S)cc1OC(=O)c1ccccc1
37	3	6	-1	4	0.4	-1.1	-26	-9	4	COc1ccc(C(=O)NCCC2=CCCCC2)cc1
38	8	6	-5	1	-0.3	·	-27	-4	0	O=C(CSc1nnc(-c2ccccc2Br)o1)N1CCN(C(=O)c2ccco2)CC1
39	-6	-3	-12	4	0.5	0.78	-25	-6	0	Cc1ccc2nc(C)c(C(=O)O)cc2c1
40	18	7	-3	3	-0.3	-0.28	-2	-4	4	CCOC(=O)C1CCCN(c2c(N3CCN(c4ccccn4)CC3)c(=O)c2=O)C1 (stereo unspecified)
41	19	29	23	3	-0.2	-0.078	-2	66*	0	O=C1NC(=Nc2cccc(O)c2)S/C1=C\c1cccnc1
42	11	4	-8	3	-0.1	-0.51	-17	-3	0	COc1cc(NC(=O)c2cccc(COCC(F)(F)C(F)F)c2)cc(OC)c1OC
43	12	5	6	6	-0.5	·	-15	-2	2	COc1ccc(-n2c(SCC(=O)Nc3cc(C)on3)nc3ccc(O)cc3c2=O)cc1OC
44	1	-5	-18	-1	0.1	-0.78	-22	-2	1	CN(C(=O)CCc1nnc(CCCCc2ccccc2)o1)C1CCOCC1
45	6	2	4	-2	-1.0	-0.3	-25	2	11*	CCc1cc(=O)oc2cc(C)cc(OCC(C)=O)c12

# Complete entries as entered above:
# Shown for CCOC(=O)c1c(C)[nH]c(C(=O)COC(=O)CNC(=O)c2ccc(Cl)cc2Cl)c1C → FXIIa inh: 14; FXIa inh: 4; Thrombin inh: 3; p97 ATPase inh: 2; PERK inhibitor: 0.7; Cl transport mod: -0.25; Furin inhibitor: -16; hK5 inh: -1; Wee1 degr inh: 1
# Shown for CCOC(=O)C1CCCN(c2c(N3CCN(c4ccccn4)CC3)c(=O)c2=O)C1 (stereo unspecified) → FXIIa inh: 18; FXIa inh: 7; Thrombin inh: -3; p97 ATPase inh: 3; PERK inhibitor: -0.3; Cl transport mod: -0.28; Furin inhibitor: -2; hK5 inh: -4; Wee1 degr inh: 4

# Next section
item	FXIIa inh	FXIa inh	Thrombin inh	p97 ATPase inh	PERK inhibitor	Cl transport mod	Furin inhibitor	hK5 inh	Wee1 degr inh	structure
46	0	-1	-10	0	0.3	-1	-9	-11	-2	COc1ccc(C(=O)COC(=O)C2CCCN2C(=O)C23CC4CC(CC(C4)C2)C3)cc1 (stereo unspecified)
47	-8	-7	-5	-4	0.4	0.8	-19	-23	3	CCOC(=O)c1[nH]c2ccc(OC)cc2c1NC(=S)N1CCN(c2ccccn2)CC1
48	-6	-10	-7	-6	-1.6	-0.5	-13	-24	-1	CCOc1ccccc1OCCCC(=O)Nc1sccc1C(N)=O
49	7	-3	-7	4	0.1	1.4	-19	·	1	CCN(CC)C(=O)CS(=O)(=O)CC(=O)Nc1cc(OCCOC)c(Cl)cc1Cl
50	9	4	1	5	0.5	-0.46	-14	-5	0	S=C(NCc1ccccn1)Nc1ccccc1Cl
51	7	-5	-4	4	-0.1	·	-19[20 µM]	13	4	COC(=O)c1cc(COc2ccc3oc(C)c(C(=O)OC(C)C)c3c2)c(C)o1
52	27	4	1	-1	0.0	-2.5	-20	-1	-3	CCOc1ccc(N(CC(=O)N2CC=C(c3ccccc3)CC2)S(=O)(=O)c2c(C)noc2C)cc1
53	-2	3	-1	-8	-0.9	0.27	-5[20 µM]	1	-3	COc1ccc(-n2nnnc2-c2cn(C)nc2C(F)(F)F)cc1
54	11	3	-2	6	-0.3	·	-27	-31	-1	CCn1c(SCC(=O)NCCc2ccccc2)nc2c(c1=O)SC(C)C2 (stereo unspecified)
55	8	10	1	3	1.4	-0.67	-39	3	0	O=C(Nc1ccc(Cl)cc1)N1CCCC(Cn2cccc2)C1 (stereo unspecified)
56	10	7	4	3	1.2	·	-22	11	-1	Cc1cc(Cl)ccc1OCC(=O)OC(C)C(=O)N(C)C (stereo unspecified)
57	0	-2	-10	4	0.0	-0.3	-26	-5	8	Cc1ccc(Oc2ncccc2CO)cc1
